ELG1 genotoxic = induces genotoxicity in HEK293T cells with luciferase-tagged ELG1; HEK293T ELG1-luciferase reporter, luminescence, 16 h; Potency, µM (highest dose often 46 µM), without a hit: top-dose activity change, positive = activation, usual class: activators; 330,000 compounds, 1.3% hits; further: potency means the concentration at half of the fitted maximal effect; % of control where 0% means no effect; nearly all actives have a fitted effect of over 60% in size
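Cells (2,000/well) expressing the ELG1-luciferase fusion are dosed by pin tool and kept 16 hr at 37 °C, 5% CO2. Signal comes from ONE-Glo luciferase reagent after 30 min at room temperature.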
FLuc modulator = firefly luciferase modulation, counter-screen for miR-21 project | P08659 | purified FLuc, Km substrates, luminescence inhibition | Potency, µM (titrated, usually from 57.5 µM), without a hit: at the highest dose activity change, negative = inhibition, usual class: inhibitors | 360,000 compounds, 6.9% hits | AID 588342;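 further: potency means the concentration at half of the fitted maximal effect; plate controls were vehicle for no effect and reference inhibitor for full effect; nearly all actives have a fitted effect of over 55% in size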
Target sequence (P08659 whole entry, looked up): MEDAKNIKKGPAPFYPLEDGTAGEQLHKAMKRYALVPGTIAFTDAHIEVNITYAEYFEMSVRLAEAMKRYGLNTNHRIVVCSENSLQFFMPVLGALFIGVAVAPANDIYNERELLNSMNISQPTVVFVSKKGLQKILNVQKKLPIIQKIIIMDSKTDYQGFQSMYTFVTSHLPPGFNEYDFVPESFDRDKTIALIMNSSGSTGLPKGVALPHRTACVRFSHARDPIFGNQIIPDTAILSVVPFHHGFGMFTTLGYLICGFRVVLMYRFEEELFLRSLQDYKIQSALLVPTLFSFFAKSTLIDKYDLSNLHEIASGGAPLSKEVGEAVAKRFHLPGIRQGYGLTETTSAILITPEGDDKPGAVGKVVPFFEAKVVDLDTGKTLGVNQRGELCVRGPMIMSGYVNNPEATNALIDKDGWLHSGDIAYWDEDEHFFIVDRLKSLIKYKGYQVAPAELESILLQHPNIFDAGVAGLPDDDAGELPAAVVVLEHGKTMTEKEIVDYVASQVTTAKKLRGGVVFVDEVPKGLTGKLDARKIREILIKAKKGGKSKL
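Purified P. pyralis luciferase, 10 nM final, with Km-level 10 uM D-luciferin and 10 uM ATP in 50 mM Tris acetate pH 7.5, 10 mM Mg acetate, 0.01% Tween-20, 0.05% BSA; 6-point qHTS titration about 60 µM downward; luminescence read.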
Giardia kill = kills Giardia lamblia | Giardia lamblia trophozoite viability | AID 540267 | 340,000 compounds, 0.15% hits | activity change, % at 7.66 µM, hits read low; in the data active means activity change below about -80%; inconclusive means between about -30% and that limit;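 further: parasites exposed to compound for two days anaerobically before the ATP read; on the % scale 0 is the no-effect control and ±100 the full control effect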
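Luminescent ATP signal served as the viability read-out, measured 15-30 min after adding ATP detection reagent to trophozoites that had been incubated with compounds for 48 hrs at 37 deg C anaerobically at 100 cells/well.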
NPC1 promoter act = NPC1 promoter activation. Huh7 NPC1 promoter luciferase reporter, 24 h. Potency, µM (top dose mostly 9.22 µM), for inactives: at the top dose activation, most hits filed as activators. 320,000 compounds, 2.4% hits. AID 485313;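 further: potency means the concentration at half of the fitted maximal effect; % of control where 0% means no effect; nearly all actives have a fitted effect of over 60% in size; reporter is driven by a mutant NPC1 promoter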
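Luminescence from an NPC1 promoter-driven luciferase reporter in stably transfected Huh7 cells was measured after 24 h compound treatment at 37 °C, followed by 10 min ambient incubation with luciferase detection reagent.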
Tb PFK block = inhibitors of T. brucei phosphofructokinase; O15648; T. brucei PFK, ADP-Glo luminescence; Potency, µM (highest dose often 57.5 µM), for inactives: at the top dose activity, negative = inhibition, usual class: inhibitors; 330,000 compounds, 0.17% hits; AID 485367;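 further: potency means the concentration at half of the fitted maximal effect; 0% = uninhibited 1x PFK enzyme wells and -100% = no-enzyme wells; nearly all actives have a fitted effect of over 60% in size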
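1.25 nM PFK with 0.5 mM F6P and 0.1 mM ATP in 0.1 M TEA pH 8.0, 5 mM MgCl2, incubated 45 min at room temperature; ADP measured by ADP-Glo luminescence; compounds titrated up to 57 uM.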
VP16 counter = counter-screen for ROR gamma inhibitors: Gal4-VP16 reporter; AID 2546; Drosophila S2 Gal4-VP16 UAS-luciferase, luminescence, 20 h; 310,000 compounds, 3.5% hits; Potency, µM (doses to about 53.6 µM), without a hit: top-dose activity, negative = inhibition, hits mostly inhibitors;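 further: Gal4-VP16 expression switched on by copper sulfate through the metallothionein promoter; potency means the concentration at half of the fitted maximal effect; on the % scale 0 is the no-effect control and ±100 the full control effect; nearly all actives have a fitted effect of over 50% in size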
FBPA coupling cs = coupling enzyme interference in Giardia aldolase counter-screen. 290,000 compounds, 0.67% hits. AID 2472. activity change, negative = inhibition, % at 58.2 µM, hits read low. coupling enzyme system counterscreen, AmpLite Red fluorescence; in the data active means activity change below about -30%; further: on the % scale 0 is the no-effect control and ±100 the full control effect
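Final compound at 57.5 uM, incubated 10 min at RT with coupling enzyme reagent (glyceraldehyde-3-phosphate), then 20 min with substrate and AmpLite Red detection. Fluorescence read at 525/598 nm; tests interference with the coupling assay, not aldolase inhibition.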
uPA surface inh = cell surface uPA generation inhibition. cell surface uPA generation assay, qHTS. Potency, µM (highest dose often 38.3 µM), inactives show at the top dose activity change, negative = inhibition, usual class: inhibitors. 330,000 compounds, 0.31% hits; active means well fitted inhibition curve with a large enough effect; inconclusive means small, poorly fitted or top-dose-only effect; inactive means no such curve, though single readings can be large or run the other way; tested in mouse RAW 264.7 cells; further: potency means the concentration at half of the fitted maximal effect; on the % scale 0 is the no-effect control and ±100 the full control effect; nearly all actives have a fitted effect of over 55% in size
KCNH2 3.1 inh = KCNH2 3.1 (human) potassium channel inhibition. U2OS KCNH2 3.1, thallium flux FluxOr; stronger effect = lower value. AID 720553. activity change, % (tested at about 1.8 µM). 340,000 compounds, 0.95% hits;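 active means maximum activity change below -70%; inconclusive means maximum activity change from -70% to -50%; inactive means maximum activity change above -50%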;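 further: thallium influx rate constant from kinetic fluorescence after stimulation buffer; on the % scale 0 is the no-effect control and ±100 the full control effect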
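Channel expression came from 3.1 mutant virus (1.77 x 10^8 /mL) applied to suspended U2OS cells for 4 h. Flux was tracked with FluxOr dye plus Red40 quencher, and kinetic rate constants normalized to controls.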
RORgamma inh = inhibitors of mouse ROR gamma transcriptional activity; AID 2551; P51450; 310,000 compounds, 5.4% hits; Potency, µM (top dose mostly 53.6 µM), for the others: at the highest dose activity change, negative = inhibition, most hits filed as inhibitors; Drosophila S2 Gal4-RORgamma UAS-luciferase reporter, 20 h; further: potency means the concentration at half of the fitted maximal effect; on the % scale 0 is the no-effect control and ±100 the full control effect; nearly all actives have a fitted effect of over 60% in size
Target sequence (P51450 whole entry, looked up, the tested form may be a part): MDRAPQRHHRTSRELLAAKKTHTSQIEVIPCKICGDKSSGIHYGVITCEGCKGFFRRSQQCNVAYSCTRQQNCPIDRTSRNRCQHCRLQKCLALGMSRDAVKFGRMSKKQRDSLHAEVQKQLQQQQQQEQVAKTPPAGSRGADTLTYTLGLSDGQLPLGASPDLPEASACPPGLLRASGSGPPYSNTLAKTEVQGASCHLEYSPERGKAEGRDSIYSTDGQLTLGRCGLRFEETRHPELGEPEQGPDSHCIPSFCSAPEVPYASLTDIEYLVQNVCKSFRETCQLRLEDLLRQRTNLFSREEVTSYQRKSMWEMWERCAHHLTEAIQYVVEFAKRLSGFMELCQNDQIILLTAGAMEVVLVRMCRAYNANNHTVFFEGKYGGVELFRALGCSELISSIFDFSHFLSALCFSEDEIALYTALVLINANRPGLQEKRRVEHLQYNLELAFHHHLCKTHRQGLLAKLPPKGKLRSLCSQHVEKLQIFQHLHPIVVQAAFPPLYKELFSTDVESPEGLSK
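Luciferase reporter read in Schneider cells carrying Gal4-RORγ (mouse) and UAS-Photinus luciferase; cells given compound 1 h before 700 uM copper sulfate induction, then incubated 20 h at ambient temperature.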
Rab9 promoter act = activators of Rab9 promoter | Huh7 Rab9 promoter-luciferase reporter, luminescence, 24 h | Potency, µM (doses to about 9.22 µM), without a hit: at the highest dose activation, negative = inhibition, usual class: activators | 320,000 compounds, 2.8% hits; further: potency means the concentration at half of the fitted maximal effect; % of control where 0% means no effect; nearly all actives have a fitted effect of over 60% in size
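Huh7 cells stably carrying a Rab9 promoter-luciferase reporter, 1500 cells per well in OP-MEM I with 10% FBS, treated with compound 24 hours at 37C. Luciferase activity read by luminescence after 10 minutes with Amplite reagent.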
An asterisk follows results filed as active; & = joins results of further samples; [ ] = dose if it differs, or a comment. Unless noted, the call rests on the fitted dose curve; in most records, active means well fitted curve in the direction sought with a large enough effect; inconclusive means small, poorly fitted or top-dose-only effect, or another doubt; inactive means no such curve, though single readings can be large; an effect the other way counts as inactive or inconclusive.

Screening O=C(NC1CCCCC1)c1cc([N+](=O)[O-])ccc1N1CCCC1 returned ELG1 genotoxic 0%, FLuc modulator 6%, Giardia kill -19, NPC1 promoter act -2%, Tb PFK block 10%, VP16 counter -4%, FBPA coupling cs 1, uPA surface inh -2%, KCNH2 3.1 inh -7, RORgamma inh -3% and Rab9 promoter act 5%.
Screening CC(C)C[C@H](N)c1nnc(SCC(=O)Nc2ccc(Br)cc2)o1 returned ELG1 genotoxic 2%, FLuc modulator 1%, Giardia kill 17, NPC1 promoter act -2%, Tb PFK block -4%, VP16 counter -10%, uPA surface inh -1%, KCNH2 3.1 inh inconclusive, RORgamma inh 12% and Rab9 promoter act 7%.
`COc1ccc(-c2nnc(SCC(=O)N/N=C/c3ccccc3C(=O)O)n2-c2ccc(Cl)cc2)cc1` gave ELG1 genotoxic 0%, FLuc modulator 0%, Giardia kill 1, NPC1 promoter act 6%, Tb PFK block -9%, VP16 counter -4%, FBPA coupling cs -1, uPA surface inh -21%, KCNH2 3.1 inh 3, RORgamma inh 2% and Rab9 promoter act -2%.
COc1ccc([C@H]2CC(=O)C=C(c3cc4ccccc4s3)C2)cc1OC was read as ELG1 genotoxic -4%, FLuc modulator -20%, Giardia kill 23, NPC1 promoter act -3%, Tb PFK block 6%, uPA surface inh -8%, KCNH2 3.1 inh -24 and Rab9 promoter act -2%.
`CC(=O)N1CCCc2cc(S(=O)(=O)CCC(=O)N3CCN(c4ccccc4)CC3)ccc21` gave ELG1 genotoxic -6%, FLuc modulator 2%, Giardia kill 6, NPC1 promoter act 1%, Tb PFK block -3%, VP16 counter 5%, FBPA coupling cs 1, uPA surface inh -2%, KCNH2 3.1 inh -1, RORgamma inh -15% and Rab9 promoter act 7%.
`CC(C(O)c1ccc(O)cc1)N1CCC(Cc2ccccc2)CC1` (stereo not given) gave ELG1 genotoxic -5%&-9%, FLuc modulator -1%&-1%, Giardia kill 15&-7&-26, NPC1 promoter act -19%[46.1 µM], Tb PFK block -4%&-1%&-10%, VP16 counter 0%&-2%&-7%&-13%, FBPA coupling cs 1&1&-2, uPA surface inh -15%&-15%, KCNH2 3.1 inh -88*, RORgamma inh 6% and Rab9 promoter act -32%[inhibitor][46.1 µM].
Screening CC1(C)C(=O)Nc2ccccc2N1C(=O)CSc1nnc2ccccn12 returned ELG1 genotoxic 1%, FLuc modulator -3%, Giardia kill -13, NPC1 promoter act 5%, Tb PFK block -9%, VP16 counter -6%, FBPA coupling cs -3, uPA surface inh 6%, KCNH2 3.1 inh 5, RORgamma inh 2% and Rab9 promoter act -13%.
O=C(CS(=O)(=O)c1ccccc1)Nc1nccs1 was read as ELG1 genotoxic 0%, FLuc modulator -1%, Giardia kill 11, NPC1 promoter act 2%, Tb PFK block inconclusive, VP16 counter 9%, FBPA coupling cs 1, uPA surface inh -2%, KCNH2 3.1 inh -10, RORgamma inh -1% and Rab9 promoter act -2%.
Cn1cccc1/C=N/NC(=O)Cn1cnc2ccccc21 was read as ELG1 genotoxic 1%, FLuc modulator -1%, Giardia kill -3, NPC1 promoter act -3%, Tb PFK block -2%, VP16 counter inconclusive, FBPA coupling cs -1, uPA surface inh 3%, KCNH2 3.1 inh 3, RORgamma inh 8.9µM* and Rab9 promoter act -1%.
For COc1ccc(NC(=O)c2ccccc2NC(=O)CSc2ccccc2)cc1 the results were ELG1 genotoxic 17%, FLuc modulator -5%, Giardia kill 10, NPC1 promoter act inconclusive, Tb PFK block -4%, VP16 counter inconclusive, FBPA coupling cs 4, uPA surface inh 3%, KCNH2 3.1 inh -10, RORgamma inh inconclusive and Rab9 promoter act inconclusive.
For O=C(C1CCCN1S(=O)(=O)c1ccc(Cl)cc1)N1CCN(c2ccccc2)CC1 (stereo not given) the results were ELG1 genotoxic -1%, Giardia kill -6, Tb PFK block 9%, uPA surface inh 2% and KCNH2 3.1 inh 7.
Screening CC1CN(c2cc(=O)n(Cc3ccc(F)cc3)c(=O)[nH]2)CC(C)O1 (stereo not given) returned ELG1 genotoxic -7%, FLuc modulator 0%, Giardia kill 27, NPC1 promoter act 1%, Tb PFK block 2%, VP16 counter -1%, FBPA coupling cs -2, uPA surface inh 14%, KCNH2 3.1 inh 24, RORgamma inh 19% and Rab9 promoter act -6%.
Screening Cc1ccccc1NC(=O)Cn1c(=O)oc2ccccc21 returned ELG1 genotoxic -1%, FLuc modulator -3%, Giardia kill 10, NPC1 promoter act -2%, Tb PFK block -1%, VP16 counter 3%, FBPA coupling cs 4, uPA surface inh 10%, KCNH2 3.1 inh 0, RORgamma inh 10% and Rab9 promoter act 8%.
For CC(=O)Nc1cccc(OCC(=O)NC(C)C(C)C)c1 (stereo not given) the results were ELG1 genotoxic 0%, FLuc modulator 0%, Giardia kill -9, NPC1 promoter act -1%, Tb PFK block -2%, VP16 counter -5%, FBPA coupling cs 5, uPA surface inh -1%, KCNH2 3.1 inh 2, RORgamma inh 9% and Rab9 promoter act -7%.
For COc1cccc(CNC(=O)CCC2CCCN(C(=O)CCc3c(C)noc3C)C2)c1 (stereo not given) the results were ELG1 genotoxic 2%, FLuc modulator 5%, Giardia kill 17, NPC1 promoter act 1%, Tb PFK block 1%, VP16 counter 0%, FBPA coupling cs -3, uPA surface inh -1%, KCNH2 3.1 inh 3, RORgamma inh 8% and Rab9 promoter act 1%.
`COC(=O)c1ccc2nc(C)cc(Nc3ccc(N(C)C)cc3)c2c1` gave ELG1 genotoxic -9%, FLuc modulator 2%, Giardia kill -4, NPC1 promoter act -1%, Tb PFK block -20%, VP16 counter -2%, FBPA coupling cs -2, uPA surface inh -20%, KCNH2 3.1 inh 3, RORgamma inh inconclusive and Rab9 promoter act 3%.
`CSc1nnnn1-c1c(C)cccc1C` gave ELG1 genotoxic 5%, FLuc modulator -1%, Giardia kill -17, NPC1 promoter act -5%, Tb PFK block -11%, VP16 counter -3%, FBPA coupling cs 8, uPA surface inh -2%, KCNH2 3.1 inh 16, RORgamma inh 18% and Rab9 promoter act -15%.
Screening C=C(C)CNC(=S)NNC(=O)c1ccc(Br)cc1 returned ELG1 genotoxic -1%, FLuc modulator 1%, Giardia kill -6, NPC1 promoter act -2%, Tb PFK block -3%, VP16 counter inconclusive, FBPA coupling cs 3, uPA surface inh -7%, KCNH2 3.1 inh 7, RORgamma inh -30% and Rab9 promoter act 2%.
O=C(O)c1ccc(/C=N/n2c(C3CCCCC3)n[nH]c2=S)cc1 was read as ELG1 genotoxic 1%, FLuc modulator 1%, Giardia kill 6, NPC1 promoter act -6%, Tb PFK block 1%, VP16 counter 0%, FBPA coupling cs 7, uPA surface inh 0%, KCNH2 3.1 inh -4, RORgamma inh -21% and Rab9 promoter act 11%.
`CCOC(=O)c1sc(NS(=O)(=O)c2ccccc2)nc1C` gave ELG1 genotoxic 1%, FLuc modulator 3%, Giardia kill -1, NPC1 promoter act -1%, Tb PFK block 6%, VP16 counter -3%, FBPA coupling cs 5, uPA surface inh 9%, KCNH2 3.1 inh 0, RORgamma inh 16% and Rab9 promoter act -4%.
`CC(C)c1ccc(N2CCN(C(=O)c3ccccc3NC(=O)/C=C(\C(=O)O)c3ccccc3)CC2)cc1` gave ELG1 genotoxic 0%, FLuc modulator -7%, NPC1 promoter act 0%, Tb PFK block 1%, VP16 counter 1.1µM*, FBPA coupling cs 4, RORgamma inh 3.2µM* and Rab9 promoter act 1%.
For O=C(NCC1(N2CCOCC2)CCCCC1)c1ccc(S(=O)(=O)Nc2ccccc2F)cc1 the results were ELG1 genotoxic 3%, FLuc modulator 5%, Giardia kill -8, NPC1 promoter act -1%, Tb PFK block -21%, VP16 counter 2%, uPA surface inh 1%, KCNH2 3.1 inh -9, RORgamma inh 5% and Rab9 promoter act -2%.
Screening O=C(/C=C/c1ccco1)Nc1cc(Cl)ccc1C(=O)O returned ELG1 genotoxic 1%, FLuc modulator 19µM*, Giardia kill -8, NPC1 promoter act 3%, Tb PFK block -8%, VP16 counter 3%, FBPA coupling cs -11, uPA surface inh -2%, KCNH2 3.1 inh 8, RORgamma inh 22% and Rab9 promoter act -4%.
Screening COc1ccccc1N1CCN(CC(=O)Nc2ccc3c(c2)OCCO3)CC1 returned ELG1 genotoxic -4%, FLuc modulator -1%, Giardia kill -6, NPC1 promoter act -1%, Tb PFK block -3%, VP16 counter -3%, FBPA coupling cs 0, uPA surface inh -10%, KCNH2 3.1 inh -1, RORgamma inh -3% and Rab9 promoter act -1%.
Screening O=C(COC(=O)c1cn(-c2ccccc2)nc1-c1cccnc1)NC1CC1 returned ELG1 genotoxic -4%, FLuc modulator -8%, Giardia kill -2, NPC1 promoter act -1%, Tb PFK block 4%, VP16 counter -1%, FBPA coupling cs 3, uPA surface inh 14%, KCNH2 3.1 inh 11, RORgamma inh 9% and Rab9 promoter act 0%.
COc1ccc(Cc2nnc(NC(=O)CSc3ccccc3)s2)cc1 was read as ELG1 genotoxic -1%, FLuc modulator 9%, Giardia kill -6, NPC1 promoter act -1%, Tb PFK block -13%, VP16 counter 2%, FBPA coupling cs 2, uPA surface inh 0%, KCNH2 3.1 inh -15, RORgamma inh -38% and Rab9 promoter act -3%.

Bioassay records (PubChem BioAssay)
